# High-throughput results from PubChem.
# phage Ecoli inh – E. coli growth loss with phage present; AID 651602; inhibition, % at 11.9 µM; growth absorbance; actives 0.26% (n = 360,000); in the data active means inhibition above about 11%
# PKA-R1A act – activators of PKA-R1A complex; P00514+P68181; PKA-R1A dissociation, Cy5-IP20 fluorescence polarization; scaled: DMSO 0%, 113 µM cGMP 100%; activation, % at 11.4 µM; actives 0.083% (n = 340,000);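 active means percent activation above the mean of all tested compounds plus 3 SD, cut at about 19% in these data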;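 further: higher means more PKAc released from R1A so a rise in polarization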
# DSG3 Ab inh – blocks pemphigus antibody binding to human desmoglein-3; DSG3-coupled beads, scFv-anti-DSG3-GFP binding, flow cytometry; active compounds read low; binding (percent of control), % at 10 µM; actives 0.48% (n = 310,000);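 active means binding more than 3 SD below its plate's average and above zero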;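 further: hits lower antibody fragment binding to DSG3; some compounds called inactive have numbers as strong as hits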
# Target sequence (P32926 whole entry, looked up, the tested form may be a part): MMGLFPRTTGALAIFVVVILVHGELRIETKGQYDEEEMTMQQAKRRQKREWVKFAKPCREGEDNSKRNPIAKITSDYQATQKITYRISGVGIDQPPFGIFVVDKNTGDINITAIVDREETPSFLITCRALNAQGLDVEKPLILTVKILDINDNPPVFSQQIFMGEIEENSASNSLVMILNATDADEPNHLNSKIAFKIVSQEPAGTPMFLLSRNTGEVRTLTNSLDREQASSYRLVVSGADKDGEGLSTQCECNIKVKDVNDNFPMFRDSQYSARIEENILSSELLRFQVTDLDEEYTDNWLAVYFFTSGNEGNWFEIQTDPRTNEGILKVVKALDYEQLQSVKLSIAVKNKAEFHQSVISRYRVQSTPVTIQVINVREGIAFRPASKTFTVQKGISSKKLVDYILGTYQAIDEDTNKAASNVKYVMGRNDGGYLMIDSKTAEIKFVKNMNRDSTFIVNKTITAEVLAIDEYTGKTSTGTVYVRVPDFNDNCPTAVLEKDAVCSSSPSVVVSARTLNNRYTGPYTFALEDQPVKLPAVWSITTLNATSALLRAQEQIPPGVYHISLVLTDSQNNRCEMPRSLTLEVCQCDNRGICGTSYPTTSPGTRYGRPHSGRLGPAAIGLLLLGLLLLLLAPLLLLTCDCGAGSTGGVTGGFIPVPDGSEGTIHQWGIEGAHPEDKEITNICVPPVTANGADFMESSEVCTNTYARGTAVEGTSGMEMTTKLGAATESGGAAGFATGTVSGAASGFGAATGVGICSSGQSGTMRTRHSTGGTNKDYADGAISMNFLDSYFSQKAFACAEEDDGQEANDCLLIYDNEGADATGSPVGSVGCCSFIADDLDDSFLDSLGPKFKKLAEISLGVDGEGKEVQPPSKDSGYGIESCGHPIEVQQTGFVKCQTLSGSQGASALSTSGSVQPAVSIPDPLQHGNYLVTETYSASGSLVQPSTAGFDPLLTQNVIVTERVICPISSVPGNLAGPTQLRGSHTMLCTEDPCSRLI
# An asterisk follows results filed as active. A portion of the library, so the mix of outcomes need not match the whole.
no. | phage Ecoli inh | Molecule | PKA-R1A act | DSG3 Ab inh
1 | 0.8 | Cc1ccc(CNC(=O)c2ccc(S(=O)(=O)N3CCCC3)cc2)cc1 | -2 | 102
2 | -0.2 | COc1ccc(NC(=O)Cn2c([N+](=O)[O-])cnc2C)c(OC)c1 | -7 | 96
3 | 0.7 | CC(=NO)c1cc(Br)c2cccc3c2c1CC3 | -3 | 97
4 | -0.6 | Cc1ccc(CN2CCC[C@]3(N[C@H](c4ccc(C)cc4)[C@@H]4C(=O)N(C)C(=O)[C@@H]43)C2=O)cc1 | 3 | 100
5 | 2.8 | O=C(NCc1ccccn1)C1CCN(C2CCN(Cc3cccc(F)c3)CC2)CC1 | 5 | 120
6 | 3.9 | Cc1ccc(S(=O)(=O)N2C[C@H]3n4c(=O)ccc(=O)n4C[C@H](OC(=O)Nc4cccs4)[C@@]3(O)C2)cc1 | -8 | 112
7 | 4.2 | CC1=C(C(=O)N2CCOCC2)CC(CC(=O)NC2CCCC2)C(=O)N1CCCN1CCCC1=O (stereo unspecified) | 5 | 101
8 | 4.2 | O=C(COC(=O)C1COc2ccccc2O1)c1ccccc1 (stereo unspecified) | 7 | 103
9 | 1.2 | CC(=O)Nc1ccc(S(=O)(=O)N(CC(=O)NCC2CCCO2)Cc2ccccc2Cl)cc1 (stereo unspecified) | -8 | 100
10 | 2.5 | COc1ccc(CC(=O)NCCc2ccc3c(c2)OCO3)cc1OC | 6 | 104
11 | -0.8 | O=C(COC(=O)c1cccc(F)c1)Nc1cccc(S(=O)(=O)N2CCCCC2)c1 | -3 | 101
12 | 1.4 | Cc1ccc([C@H]2N[C@]3(CCCN(Cc4ccc(C(F)(F)F)cc4)C3=O)[C@H]3C(=O)N(Cc4ccccc4)C(=O)[C@@H]23)cc1 | 7 | 104
13 | 5.5 | O=C(c1cccs1)N1C[C@@H](n2cc(-c3ccc(F)cc3)nn2)[C@H](O)C[C@@H]1c1ccccc1 | -1 | 100
14 | 3.3 | C[C@H](CO)N1C[C@H](C)[C@@H](CN(C)Cc2ccc(-c3ccccc3)cc2)OCc2cnnn2CCCC1=O | 5 | 109
15 | -0.3 | O=C(Nc1cc(Cl)ccc1N1CCOCC1)c1ccc2c(c1)OCO2 | -3 | 114
16 | 0.1 | COc1cc(C=NN2CCCCC2)cc(OC)c1OC | -4 | 107
17 | -0.6 | CCN(CC)C(=O)C1=C(C)N(Cc2ccc(OC)cc2)C(=O)C(CC(=O)NCCCCc2ccccc2)C1 (stereo unspecified) | -13 | 109
18 | 3.1 | O=C(OCc1cn([C@@H]2C[C@H](c3ccc(Cl)cc3)N(CC3CCCCC3)C[C@H]2O)nn1)c1ccccc1 | -2 | 102
19 | 3.2 | COc1ccc(C(=O)NCC(=O)OCC(=O)c2c[nH]c3ccccc23)cc1 | 2 | 102
20 | 3.4 | Cc1cc(C)c(C)c(S(=O)(=O)N2CCNC(=O)C2)c1C | -5 | 103
21 | 4.7 | Cc1cc(OC(=O)Nc2ccccc2)ccc1Cl | 6 | 104
22 | 2.0 | C[C@H](CO)N1C[C@H](C)[C@H](CN(C)C(=O)Nc2cccc3ccccc23)OCc2cnnn2CCCC1=O | 0 | 105
23 | 0.9 | Cc1ccc(S(=O)(=O)NCCCCCCNS(=O)(=O)c2ccc(C)cc2)cc1 | -5 | 102
24 | 2.6 | Cc1ccc(S(=O)c2ccc([N+](=O)[O-])c3nonc23)cc1 (stereo unspecified) | -5 | 101
25 | 1.1 | Cc1cc(C(=O)COc2ccc(Br)cc2F)c(C)n1CC1CCCO1 (stereo unspecified) | 2 | 97
26 | 5.8 | O=C(CCNS(=O)(=O)c1ccc(F)cc1)N1CCN(c2ncccn2)CC1 | -7 | 98
27 | 0.8 | CCCCN(CCCNC(=O)c1ccc2c(c1)NC(=O)CN2C)c1ccccc1 | -4 | 99
28 | 4.9 | CCC(Sc1nc2ccsc2c(=O)n1Cc1ccc(C(=O)O)cc1)C(=O)Nc1ccc(Cl)cc1 (stereo unspecified) | -5 | 96
29 | 3.4 | CC1=C(C(=O)N(C)C)CC(CC(=O)NC2CC2)C(=O)N1CCC1=CCCCC1 (stereo unspecified) | -8 | 107
30 | 1.7 | C[C@H]1CN([C@@H](C)CO)C(=O)CCCn2cc(nn2)CO[C@@H]1CN(C)C(=O)Nc1cccc(F)c1 | -6 | 103
31 | 2.3 | CC(=O)N1CCN(c2cc(-c3ccccc3)nc3cc(-c4cccc(Cl)c4)nn23)CC1 | -2 | 106
32 | 3.4 | C[C@H](CO)N1C[C@H](C)[C@H](CN(C)S(=O)(=O)c2ccccc2)OCc2ccccc2-c2c(n(C)c3ccccc23)C1=O | -2 | 100
33 | -1.1 | CCOc1ccc(S(=O)(=O)N2CCCCC2)cc1NC(=O)Cc1cc(OC)c(OC)c(OC)c1 | 1 | 99
34 | 1.6 | Cc1ccccc1C(=O)OCC(=O)N1CC(=O)Nc2ccccc21 | 7 | 105
35 | 0.0 | CCCc1c(C(=O)N/N=C/c2ccc(OCc3ccc(F)cc3)cc2)nnn1-c1nonc1N | 6 | 100
36 | -3.5 | COCc1cc(=O)n2[nH]c(C)c(-c3ccc(Cl)cc3)c2n1 | -1 | 103
37 | -3.4 | Cc1ccc(S(=O)(=O)N(C)C[C@H]2OCc3cn(nn3)CCCC(=O)N([C@H](C)CO)C[C@@H]2C)cc1 | 1 | 98
38 | 2.4 | CCCCN(C(=O)c1cccc(-n2cnnn2)c1)c1c(N)n(CCCC)c(=O)[nH]c1=O | -9 | 98
39 | 2.9 | CSc1ccccc1NC(=O)CN(C)C(=O)CNC(=O)c1ccc(Oc2ccccc2)cc1 | -3 | 101
40 | 1.6 | COc1cc(C=C2CN(C)C(=O)C2=O)ccc1O | -1 | 101
41 | 0.2 | Cc1noc(C)c1NC(=O)N(C)C[C@@H]1Oc2cc(Br)ccc2S(=O)(=O)N([C@H](C)CO)C[C@@H]1C | -9 | 110
42 | 2.7 | CCCCC1(CC(=O)OCC)SCCN1C(N)=O (stereo unspecified) | 6 | 102
43 | 0.1 | CCCc1cc(NCCOCCO)n2c(nc3ccccc32)c1C#N | -2 | 96
44 | -2.0 | CC1=C(C(=O)N2CCOCC2)CC(CC(=O)NC(c2ccccc2)c2ccccc2)C(=O)N1Cc1ccc(C(C)(C)C)cc1 (stereo unspecified) | -1 | 105
45 | 1.1 | COc1ccc(S(=O)(=O)N2CCC(C(=O)NN3CCCCC3)CC2)cc1 | 0 | 95
46 | -0.5 | CCc1nc(NCC2CC2)c2nnn(Cc3ccccc3)c2n1 | -8 | 106
47 | -1.1 | Cc1ccc(S(=O)(=O)N(C)C)cc1NC(=O)C(C)OC(=O)CC1CC2CCC1C2 (stereo unspecified) | -1 | 94
48 | 1.1 | Cc1cccc(NC(=O)c2cccc(S(=O)(=O)N(C)C3CCCCC3)c2)n1 | -6 | 101
49 | -1.7 | O=S(=O)(NCCS(=O)(=O)N1CCN(c2ccc(F)cc2)CC1)c1ccc(F)cc1 | 2 | 100
50 | 3.1 | C#CCN(C[C@H]1[C@H](OC(=O)Nc2c(C)noc2C)[C@H](OC(=O)Nc2c(C)noc2C)C[C@@H](C(=O)OC)[C@H]1C(=O)OC)S(=O)(=O)c1ccc(C)cc1 | -15 | 102
51 | 0.9 | COc1cccc(C(=O)N2C(C(C)C)COc3cc(Br)ccc3S2(=O)=O)c1 (stereo unspecified) | -2 | 96
52 | 0.7 | COc1ccccc1S(=O)(=O)N(C)C[C@H]1OCc2cn(nn2)CCCC(=O)N([C@H](C)CO)C[C@@H]1C | -5 | 107
53 | 3.4 | Cc1cccc(CN2CCC(n3nccc3NC(=O)CCCc3ccccc3)CC2)c1 | 1 | 100
54 | 4.5 | COc1ccc(CNC(=O)COC(=O)c2c(NC(C)=O)sc(C)c2C)cc1OC | -1 | 97
55 | 0.0 | C=CCOC(=O)COc1ccc2c3c(c(=O)oc2c1)CCCC3 | -3 | 96
56 | -0.8 | O=C(CCN1CCCCO1)NC1CCCc2c1cnn2-c1ccc(F)cc1F (stereo unspecified) | 7 | 106

# Following part.
no. | phage Ecoli inh | Molecule | PKA-R1A act | DSG3 Ab inh
57 | 1.1 | CC(C)N(C(=O)Cn1cc(S(=O)(=O)CC(=O)NCCc2ccccc2)c2ccccc21)C(C)C | -10 | 95
58 | 2.8 | C[C@@H]1CN([C@@H](C)CO)C(=O)c2cc(/C=C/c3ccccc3)cnc2O[C@@H]1CN(C)S(=O)(=O)c1ccc(F)cc1 | -11 | 110
59 | -0.2 | CCc1ccc([C@@H]2C[C@H]3[C@@H](CN2S(=O)(=O)c2ccc(C)cc2)C(=O)C[C@@H](c2ccccc2F)N3S(=O)(=O)c2ccc(C)cc2)cc1 | 1 | 99
60 | 0.6 | COc1ccc(C(C#N)CC(=O)c2ccc3c(c2)OCO3)cc1OC (stereo unspecified) | 4 | 103
61 | 0.3 | CCn1cc(/C=C(\NC(=O)c2ccccc2F)C(=O)N2CCN(C)CC2)c2ccccc21 | -8 | 98
62 | 1.4 | CC1CCC(N(C)C(=O)CN2C(=O)NC(c3ccccc3)(c3ccccc3)C2=O)CC1 (stereo unspecified) | -3 | 100
63 | 2.7 | CN1CCN(C2CN(Cc3ccc([N+](=O)[O-])cc3)S(=O)(=O)C2)CC1 (stereo unspecified) | 2 | 100
64 | 1.9 | Cc1sc2nc(-c3ccccc3F)oc(=O)c2c1C | -4 | 96
65 | 0.6 | CC(=O)Nc1cccc(NC(=O)C2CCCO2)c1 (stereo unspecified) | 1 | 101
66 | 1.4 | Cc1ccc(C)c(OCC(=O)OCc2csc(CC(=O)Nc3ccccc3C)n2)c1 | -5 | 98
67 | 3.5 | COc1ccc(Br)cc1CNC(=O)C1CCCN(S(=O)(=O)N2CCC(C)CC2)C1 (stereo unspecified) | -3 | 94
68 | 0.5 | CC(C)(CO)CN1CCC(n2nccc2NC(=O)C2CCOC2)CC1 (stereo unspecified) | 7 | 103
69 | 2.9 | CCCCCC(=O)N1C[C@@H](O)[C@H](n2cc(COC(=O)c3ccccc3)nn2)C[C@@H]1c1ccccc1 | -11 | 97
70 | 3.6 | Cc1ccc(C(=O)N(Cc2ccco2)c2c(N)n(Cc3ccccc3)c(=O)[nH]c2=O)cc1 | 3 | 98
71 | -1.2 | COc1ccc([N+](=O)[O-])c(C=CC(=O)c2ccccn2)c1 | 12 | 105
72 | 2.2 | Cc1cc(Br)ccc1NC(=O)CN(C)C(=O)c1ccccc1OCc1c(C)noc1C | 6 | 104
73 | 0.3 | N#Cc1nc2ccccc2n1OCc1ccccc1 | -5 | 109
74 | 3.5 | Cc1onc(-c2ccccc2)c1C(=O)OCC(=O)Nc1ccccc1Cl | 1 | 103
75 | -2.3 | CC1=C(C(=O)N(C)C)CC(CC(=O)NC(c2ccccc2)c2ccccc2)C(=O)N1CCCN1CCCC1=O (stereo unspecified) | 2 | 111
76 | 2.9 | CCCCNC(=S)N(CCCO)Cc1cc2cc3c(cc2[nH]c1=O)OCO3 | -1 | 98
77 | 4.2 | NC(CSC(c1ccccc1)(c1ccccc1)c1ccc(-c2ccccc2)cc1)C(=O)O (stereo unspecified) | -7 | 100
78 | 2.1 | CS(=O)(=O)c1ccc(Cl)c(NC(=O)CSc2nnc3n2CCCCC3)c1 | 5 | 105
79 | 2.6 | COc1ccc(OCC(=O)N2CCc3ccccc32)c([N+](=O)[O-])c1 | -6 | 104
80 | 2.4 | O=C1CSC(=S)N1N=Cc1cccc(OCc2ccccc2)c1 | 2 | 100
81 | 3.3 | CC(C)(C)Cc1c(-c2ccc(Cl)cc2)nc2ccc(Br)cn12 | 2 | 108
82 | 4.0 | N#Cc1cccc(C(Br)S(=O)(=O)c2ccccc2)c1 (stereo unspecified) | -2 | 100
83 | 1.1 | COc1ccc(Cc2nc3ccc(C(=O)N4CCCCC4CO)cc3o2)cc1OC (stereo unspecified) | -1 | 93
84 | -4.8 | C[C@H]1CN([C@@H](C)CO)C(=O)CCCn2nncc2CO[C@@H]1CN(C)C(=O)Nc1cccc2ccccc12 | 0 | 107
85 | 2.4 | CN(c1ccccc1)S(=O)(=O)c1cc(C(=O)NCc2ccco2)ccc1Cl | 5 | 105
86 | 2.3 | O=C(Nc1ccccc1Cl)c1ccccc1CC(O)(c1ccccc1)c1ccccc1 | 0 | 102
87 | 1.3 | Cc1ccc(NS(=O)(=O)c2ccc(-c3coc(C)n3)cc2)c(Cl)c1 | -3 | 105
88 | 0.0 | COc1ccc(CN2CCN(Cc3c[nH]c4ccccc34)CC2)cc1OC | -12 | 99
89 | -0.5 | O=C1NC(=O)C(=C2CCOC2=O)N1 | 7 | 108
90 | 3.2 | COc1cccc(/C=C/C(=O)N2CCN(S(=O)(=O)c3ccccc3)CC2)c1 | 2 | 107
91 | 2.0 | CCC(C)n1c(SCC(=O)NC2CC2)nc2ccccc2c1=O (stereo unspecified) | -3 | 106
92 | 1.2 | Cc1ccccc1NC(=O)CN1CCN(c2ccc(F)cc2)CC1 | 8 | 101
93 | 2.4 | CCOc1cccc(Cc2c[nH]c(=O)[nH]c2=O)c1 | -10 | 109
94 | -1.6 | C[C@@H]1CN([C@H](C)CO)C(=O)CCCn2cc(nn2)CO[C@H]1CN(C)C(=O)Nc1ccccc1 | -6 | 108
95 | -0.2 | C[C@H](CO)N1C[C@H](C)[C@@H](CN(C)Cc2cccc(F)c2)Oc2cc(-c3cccc(C#N)c3)ccc2S1(=O)=O | -1 | 100
96 | 2.6 | S=c1[nH]cc2cnccn12 | 11 | 105
97 | 3.9 | COc1ccc([C@H]2C[C@H](n3cc(C4CC4)nn3)[C@@H](O)CN2C(=O)C2CCCCC2)cc1 | -1 | 99
98 | 2.5 | COc1ccc(OC)c(C=NNC(=O)NN=Cc2cc(OC)ccc2OC)c1 | -7 | 102
